HTR5A ag ctr: HTR5A agonists in luminescence cell assay, primary screen, counter-screen for OPRM1-OPRD1 heterodimer agonist project, full-deck HTS; 5-hydroxytryptamine receptor 5A (Homo sapiens), P47898; cell-based; activation, % at 9.3 µM; hit rate 0.61% among 340,000; in the data active = activation mostly above about 9.5%, no sharp cut-off; inactive = mostly below about 7.6%;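 also: 0% = cells with vehicle only and 100% = reference agonist; strong numbers were not always called active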
Target sequence (P47898 whole entry, looked up): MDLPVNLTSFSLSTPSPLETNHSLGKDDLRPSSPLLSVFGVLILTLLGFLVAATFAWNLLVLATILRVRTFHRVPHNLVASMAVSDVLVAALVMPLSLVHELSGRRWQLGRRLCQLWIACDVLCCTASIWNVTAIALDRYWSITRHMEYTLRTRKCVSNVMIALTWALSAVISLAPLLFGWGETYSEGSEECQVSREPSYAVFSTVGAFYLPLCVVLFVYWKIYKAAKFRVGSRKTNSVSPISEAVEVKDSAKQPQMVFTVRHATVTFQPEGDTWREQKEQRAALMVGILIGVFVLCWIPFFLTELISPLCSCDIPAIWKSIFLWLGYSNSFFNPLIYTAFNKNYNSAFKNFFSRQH
Rtt109 Vps75: inhibitors of C. albicans Rtt109/Vps75 HAT, primary screen, biochemical, ThioGlo CoA-SH fluorescence, plate reader; AID 540336, 2011; hit rate 0.16% among 330,000; Histone acetyltransferase RTT109 (Candida albicans (strain SC5314 / ATCC MYA-2876)), …; inhibition, % at 34.9 µM; purified Rtt109/Vps75, 4 h;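 active = inhibition of at least 50% in every replicate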
SR-BI DiI-HDL act: activators of SR-BI mediated DiI-HDL uptake, primary screen, ldlA[mSR-BI] CHO cells, DiI fluorescence. 3 h; 100 = double the neutral-control signal. activation, % at 12.5 µM. hit rate 0.096% among 320,000;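 active = mean replicate activation of at least 60% and every replicate at or above 60%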;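 also: 0% = median plate neutral-control signal and 100% = twice that signal; values of inactives mirror those of a sister screen read the other way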
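Test system: SR-BI-overexpressing, LDLR-lacking CHO cells. Measured by: DiI fluorescence, bottom read. Medium: Ham's F12 with 0.5% BSA, HEPES 25 mM, pH 7.4. Timing: 3 h uptake period with compound, 37 °C.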
SR-BI DiI inh: inhibitors of SR-BI mediated HDL lipid uptake, primary screen, ldlA[mSR-BI] cells, fluorescence, single point; Scavenger receptor class B member 1 (Mus musculus), Q61009; ldlA[mSR-BI] CHO cells, DiI-HDL uptake fluorescence, 3 h; inhibition, % at 12.5 µM; hit rate 0.96% among 320,000;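 active = mean replicate inhibition of at least 70% and a set share of replicates each scoring 70 or more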;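 also: 0% = median of neutral control wells and 100% = median of positive control wells; values of inactives mirror those of a sister screen read the other way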
Target sequence (Q61009 whole entry, looked up): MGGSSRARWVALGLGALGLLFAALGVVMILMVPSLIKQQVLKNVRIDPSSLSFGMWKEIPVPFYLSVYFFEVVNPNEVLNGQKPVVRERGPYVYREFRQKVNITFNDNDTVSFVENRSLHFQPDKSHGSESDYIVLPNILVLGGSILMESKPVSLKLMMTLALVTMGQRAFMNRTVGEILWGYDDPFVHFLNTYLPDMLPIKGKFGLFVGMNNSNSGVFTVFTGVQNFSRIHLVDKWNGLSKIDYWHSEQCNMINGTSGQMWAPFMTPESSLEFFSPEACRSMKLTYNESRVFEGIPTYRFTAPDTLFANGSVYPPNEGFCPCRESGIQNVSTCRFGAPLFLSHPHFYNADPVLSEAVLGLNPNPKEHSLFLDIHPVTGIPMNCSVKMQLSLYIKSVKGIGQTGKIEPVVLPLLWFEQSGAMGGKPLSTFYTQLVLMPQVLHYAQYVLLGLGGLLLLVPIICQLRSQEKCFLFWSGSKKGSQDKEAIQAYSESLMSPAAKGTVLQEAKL
Wnt act: Wnt/beta-catenin pathway activators, primary screen, cell-based, plate reader, single point; Wnt/beta-catenin reporter cell assay, activator; activation, % at 9.35 µM; hit rate 1.2% among 300,000; AID 743398, 2014; in the data active = activation above about 30%, passing the limit was not always enough;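 also: 0% = neutral control wells and 100% = positive control wells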
PvdQ inh: P. aeruginosa PvdQ acylase inhibitors, primary screen, biochemical, fluorescence, plate reader and imaging, single point | PvdQ acylase [Pseudomonas aeruginosa LESB58] | purified PvdQ acylase | inhibition, % at 10 µM | hit rate 0.063% among 340,000 | AID 488965, 2010; in the data active = inhibition above about 30%, passing the limit was not always enough;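 also: 0% = vehicle neutral wells and 100% = reference inhibitor wells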
MITF TRPM1 HTS: activators of MITF-driven TRPM1 promoter reporter, primary screen, cell-based, SK-MEL-5, luciferase, single point; SK-MEL-5 TRPM1-promoter luciferase, 24 h; % of positive control, neutral wells = 0; activation, % at 12.5 µM; hit rate 0.75% among 300,000; AID 588334, 2011;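 active = mean activation of at least 80% with every replicate also reaching 80%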;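 also: 0% = neutral control wells and 100% = parthenolide positive control wells; values of inactives mirror those of a sister screen read the other way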
CDK5 p35 inh: inhibitors of human CDK5/p35 kinase, primary screen, biochemical, single concentration; Cyclin-dependent kinase 5 (Homo sapiens) + Cyclin-dependent kinase 5 activator 1 (Homo …; Recombinant CDK5/p35, ADP-Glo luminescence, 60 min; inhibition, % at 10 µM; hit rate 0.01% among 330,000;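 active = highest replicate inhibition of at least 50% and at least 75% of replicates reaching 50%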;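 also: plate controls were DMSO neutral control for no effect and GW8510 at 10 µM for full effect; many of its hits are not listed in these tables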
dFosB act: activators of delta FosB homodimer, primary screen, biochemical, fluorescence polarization, TAMRA-CDK5 oligo, single point. Protein FosB (Mus musculus), P13346. purified delta FosB; percent of positive-control signal above neutral wells. activation, % at 25 µM. hit rate 0.99% among 340,000. AID 493131, 2011;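 active = mean activation above about 17%, with every replicate also reaching it, limit read from the data, passing the limit was not always enough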;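 also: fluorescence polarization rise as delta FosB binds a TAMRA Cdk5 AP-1 oligo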
cardiac RTF act: cardiac RTF calcium sensitivity activators, primary screen, biochemical, IANBD-TnC fluorescence, EC20 calcium. Troponin I, cardiac muscle (Homo sapiens) + Troponin T, cardiac muscle (Homo sapiens) + …. IANBD-labeled TnC RTF fluorescence at EC20 calcium; 0% EC20 calcium, 100% full calcium. activation, % at 7.2 µM. hit rate 0.24% among 340,000. AID 493008, 2010;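 active = activation above the mean over all tested compounds plus 3 SD, cut at about 30% in these data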;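 also: rise in fluorescence read as greater calcium sensitivity of cardiac thin filaments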
Starred values were filed as active, the others as inactive; · = not tested or not shown; & = joins results of further samples.

Under each structure – HTR5A ag ctr	Rtt109 Vps75	SR-BI DiI-HDL act	SR-BI DiI inh	Wnt act	PvdQ inh	MITF TRPM1 HTS	CDK5 p35 inh	dFosB act	cardiac RTF act
Cc1cccc(C(=O)NC(CC(=O)O)c2ccc(OC3CCCC3)cc2)c1[N+](=O)[O-] (stereo not given)
→ 5	10	9	-9	-1	5	-1	-0.3	-5	2
CC1Sc2ccc(S(=O)(=O)CCC(=O)NCc3ccccc3Cl)cc2NC1=O (stereo not given)
→ 0	0	-4	4	·	-8	-3	-1.7	-4	-2
Cc1ccc(N(CC(=O)NCc2ccco2)S(=O)(=O)c2ccccc2)cc1
→ 6	0	-12	12	2	-8	6	-1.7	-13	7
Cn1c2ccccc2c2nnc(SCC(=O)NC3CCCC3)nc21
→ 0	-1	16	-16	0	-13	8	-1.6	-7	-2
Cc1cc(OCC(=O)Nc2ccccc2N2CCOCC2)c(C(C)C)cc1Cl
→ 0	-5	-23	23	-7	-6	-7	-5.1	-5	-2
CCCC/C(C)=N/NC(=O)C(=O)NCCc1ccccc1
→ -4	10	9	-9	·	14	23	-1.3	-1	-7
CC(C)(O)C(=O)N/N=C\c1ccc(OC/C=C/c2ccccc2)cc1
→ 2	-7	-11	11	13	2	105*	1.0	-24	1
O=C(Oc1cccccc1=O)c1ccccc1
→ 4	-8&-1	6&24	-6&-24	0	-18&-5	-5	-3.1	6	-2
O=C(C1CCC(=O)N1Cc1ccccc1Cl)N1CCN(c2cccc(Cl)c2)CC1 (stereo not given)
→ -4	3	-4	4	·	-14	12	0.0	-14	10
O=C(Nc1ccc(S(=O)(=O)Nc2cnc3ccccc3n2)cc1)c1cccc(OC(F)F)c1
→ 2	2	·	·	-4	-12	12	1.2	57*	1
CC(=O)c1ccc(Oc2ncnc3sccc23)c(CN2CCOCC2)c1
→ 0	-2	25	-25	·	-24	-12	-0.2	-3	12
COc1ccc(/C=C2\C(=N)N3N=C(CC(=O)N4CCCCC4)SC3=NC2=O)cc1
→ -1	0	3	-3	2	-6	2	-3.9	-6	3
COc1ccc2nc(-c3ccccc3)cc(C(=O)OCC(=O)N3CCCCC3)c2c1
→ 6	-99	-65	65	-3	6	4	0.2	-28	-3
COc1ccc2cc(/C=C3\SC(=S)NC3=O)c(N3CCOCC3)nc2c1
→ -1	5	-11	11	-1	-2	8	1.0	-10	-1
COC(=O)C1CCN(C(=O)c2ccc(OC)c(S(=O)(=O)N3CCCc4ccccc43)c2)CC1
→ 2	3	-26	26	-3	-20	-15	-0.1	-5	-3
O=C(CCc1ccccc1)N1CCN(C(=O)CCc2ccccc2)CC1
→ -2	1	10	-10	-1	5	0	-0.7	1	-3
COc1ccc(OC)c(CCNC(=O)CCc2nnc3ccc(N4CCOCC4)nn23)c1
→ 5	-14	5	-5	-1	-12	0	·	1	0
CN1CCC(C(=O)N2CCCC(C(=O)c3ccc4c5c(cccc35)CC4)C2)CC1 (stereo not given)
→ 3	2	-25	25	·	11	14	-0.6	-7	-2
Nn1c(Cc2cccc3ccccc23)nnc1SCc1c(Cl)cccc1Cl
→ -2	7	-20	20	·	8	-36	-0.4	-9	1
Brc1ccc(-n2cccc2/C=N/n2cnnc2)cc1
→ 4	-4	6	-6	·	-6	6	-0.8	-4	2
O=C(c1cccc(NS(=O)(=O)c2ccc(Br)cc2)c1)N1CCN(c2ccccc2O)CC1
→ -2	7	6	-6	-1	-4	-11	-4.0	-7	-4
CCCCn1c(NC(=O)c2ccccc2Cl)c(C#N)c2nc3ccccc3nc21
→ 6	6	-10	10	6&1	-5	-7	0.2	-11	5
Cc1cc(NC(=O)NC2CCCN2S(=O)(=O)c2ccc(Cl)cc2)no1 (stereo not given)
→ -2	0	21	-21	-3	-2	5	5.0	-2	-4
COc1ccc2c(c1)C(=O)N(c1ccccc1OC)C(=O)C2(C)C
→ 0	-10	-20	20	·	1	-19	0.3	-5	-5
CCN(c1ccccc1)S(=O)(=O)c1ccc(Cl)c(C(=O)NCCc2ccc(OC)cc2)c1
→ 1	-5	-1	1	4	-11	-18	0.1	-6	1
CN1CCS/C1=C/C=C1\SC(=S)N(CC(=O)O)C1=O
→ -6	-3	8	-8	-3	-3	9	0.1	0	249*
Cn1cnnc1SCC(=O)Nc1ccc(OC(F)F)cc1
→ 3	-6	12	-12	-2	-14	·	-2.0	1	1
COc1ccc(CCn2c(SCCN3CCCCC3)nc3ccccc3c2=O)cc1OC
→ -6	6	-7	7	-1	-20	17	0.6	10	2
CC(C)(C)Cc1cc(N)on1
→ -2	3	56	-56	-9	-7	-3	3.3	-2	0
CCN(CCNC(=O)C1CCN(S(=O)(=O)c2cccc3nsnc23)CC1)c1ccccc1
→ -1	-5	-23	23	·	3	-3	-0.6	-6	0
COc1cc(NCc2ccccc2)c2ncn(Cc3ccccc3)c2c1
→ 0	2	-20	20	2	7	-22	-0.8	-4	-9
Cc1ccc(NC(=O)N2CCCCCC2)c(C)c1
→ 2	5	·	-10	8	-16	29	-1.6	3	-2
CCOc1ccc(OCCCN(C)C)cc1
→ 5	-13	33	-33	-3	-11	1	1.9	4	-3
C[C@@H](NC(=O)Cn1ccc(NC(=O)OCc2ccccc2)nc1=O)c1cccc2ccccc12
→ 4	20	-15	15	0	5	-1	-0.1	-3	-5
Oc1ccc(/C=N/NC(=S)Nc2cccnc2)cc1O
→ -1	1	-11	11	-1	3	-3	2.1	-9	3
O=C(CSc1n[nH]c(-c2ccc(S(=O)(=O)N3CCCCC3)cc2)n1)Nc1nccs1
→ 2	0	7	-7	·	-13	-1	-0.6	64*	3
O=S1(=O)c2c(F)cccc2OC(COCc2ccccc2)CN1C1CCCC1 (stereo not given)
→ 7	-3	22	-22	-3	-14	-4	0.9	-11	-3
Cc1ccn(Cc2n[nH]c(=S)n2Cc2ccccc2)n1
→ 10	10	32	-32	·	9	2	0.0	-2	3
CCCCNC(=O)CN1C(=O)NC2(CCCc3ccccc32)C1=O (stereo not given)
→ 1	3	-8	8	·	0	-8	-0.4	-3	-6
CCCCNC(=O)NNC(=O)C1CC1(c1ccccc1)c1ccccc1 (stereo not given)
→ -1	-5	-12	12	0	-16	-9	-2.0	-2	-3
Cc1ccc(NC(=O)N2CCCC2C(=O)NCCC2=CCCCC2)cc1 (stereo not given)
→ 2	-3	11	-11	·	-16	-6	-4.4	-2	1
CCOC(=O)c1sc(NC(NC(=O)c2ccco2)(C(=O)OC)C(F)(F)F)nc1C (stereo not given)
→ 7	1	15	-15	·	-3	-12	0.5	-6	0
O=C(Cc1cccc(NC(=O)C2CCCN(C(=O)C3CC3)C2)c1)Nc1cccc(C(=O)N2CCOCC2)c1 (stereo not given)
→ 1	9	24	-24	-1	6	2	0.3	0	6
O=C(CN(Cc1ccccc1Cl)S(=O)(=O)c1ccc(Cl)cc1)N/N=C/c1ccc(C(=O)O)cc1
→ -3	18	·	-18	4	7	9	2.8	-9	-3
O=C(c1ccccc1)N1CCCCC(Sc2nnnn2-c2ccccc2)C1=O (stereo not given)
→ -5	6	-12	12	0	-4	-1	-2.6	-2	-4
Cc1noc(C)c1COc1ccc(C(=O)OCC(=O)Nc2ccc3ccccc3c2)cc1
→ 3	30	2	-2	0	12	-10	-1.7	-2	0
C[C@H](NC(=O)[C@@H]1CSC2c3ccccc3C(=O)N21)C(=O)NCCc1ccccc1 (stereo not given in full)
→ -6	-3	-1	1	5	-7	6	·	-3	-2
Cc1cc(=O)n2[nH]c(C)c(-c3ccc(Cl)cc3)c2n1
→ -1	1	9	-9	-15	2	0	-0.3	5	-6
COc1ccc(N=C2SC(CC(=O)Nc3ccccc3)C(=O)N2CCN2CCOCC2)cc1 (stereo not given)
→ 5	9	-10	10	-1	-19	-1	-1.0	-16	1
CSCC[C@H](NC(=O)Cc1c(C)c2c(cc(C)c3c(C)coc32)oc1=O)C(=O)O
→ 0	0	-14	14	-1	4	5	0.0	-5	-4
CCOCCCNCc1ccc(OCc2ccccc2C)c(OC)c1
→ -9	-4	·	·	0	-8	24	1.3	-9	1
N#Cc1nc(Cc2cccc3ccccc23)oc1NCc1ccco1
→ 0	5	-17	17	-3	-12	6	-0.5	-3	-1
O=C1C=C(c2cc(F)ccc2F)C[C@@H](c2ccc(F)cc2)C1
→ -1	2	-23	23	3	64*	3	-0.4	-12	-1
CC1Cc2nc(SCC(N)=O)n(Cc3ccccc3)c(=O)c2S1 (stereo not given)
→ -4	-7	18	-18	-1	-14	-15	-0.2	9	3

Results in Rtt109 Vps75, PvdQ inh and Wnt act, for some of the entries so far:
| SMILES | Rtt109 Vps75 | PvdQ inh | Wnt act |
| --- | --- | --- | --- |
| O=C(CN(Cc1ccccc1Cl)S(=O)(=O)c1ccc(Cl)cc1)N/N=C/c1ccc(C(=O)O)cc1 | 18 | 7 | 4 |
| O=C(c1ccccc1)N1CCCCC(Sc2nnnn2-c2ccccc2)C1=O (stereo not given) | 6 | -4 | 0 |
